Assay outcomes from PubChem.
VCAM1 TNFa inh: inhibitors of TNFa-induced VCAM1 expression, primary screen, imaging, HUVEC, TNFa stimulus, immunofluorescence; AID 802, 2007; HUVEC TNFa-induced VCAM-1 immunofluorescence, high-content imaging; hit rate 0.48% among 95,000; inhibition, % at 2 µM;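 active = inhibition above the batch mean plus 3 SD, with images confirmed as a hit by eye, cut at about 37% in these data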;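 note: 0% = TNF-stimulated DMSO wells and 100% = unstimulated control wells; not every result past the cut was called active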
Calb biofilm kill: clotrimazole potentiators killing Candida biofilms, primary screen, with clotrimazole, Alamar Blue. C. albicans biofilm + clotrimazole. inhibition, % at 6 µM. hit rate 0.14% among 85,000. AID 834, 2007;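 active = inhibition above 20%; inactive = inhibition below 20%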;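 note: preformed 24 hr biofilms exposed to compound for 48 hr; 0% = biofilm without compound and 100% = blank killed by clotrimazole plus chlorhexidine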
HUVEC tox TNFa: cytotoxicity in TNFa-stimulated HUVEC, primary screen, cytotoxicity control for VCAM1 expression modulator project, imaging, Hoechst nuclei count; hit rate 0.17% among 93,000; cell count reduction, % at 2 µM; HUVEC TNFalpha-stimulated, Hoechst cell count;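 active = cell count reduction exceeding the screen mean by over 5 SD, scaled to untreated wells per plate, cut at about 78% in these data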;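 note: cells counted after 24 h of TNF alpha exposure following the 1 h pretreatment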
hDAT+cocaine: changed hDAT dopamine uptake under cocaine IC80, either direction, primary screen, cocaine antagonist project, cell-based, LLC-PK1 hDAT, [14C]-dopamine uptake, MLSMR | Sodium-dependent dopamine transporter (Homo sapiens), Q01959 | LLC-PK1 hDAT cells, [14C]-dopamine uptake with cocaine IC80; actives deviate in either direction | B-score at 10 µM | hit rate 1.3% among 110,000;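 active = Z score or B-score, a plate-position-corrected score, falls beyond the plate's 99.7% confidence bounds, in either direction; inactive = both scores lie inside the 99.7% bounds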;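 note: scored against the spread of the other compound wells on the same plate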
HUVEC tox IL1B: cytotoxicity in IL-1B stimulated HUVEC, primary screen, cytotoxicity control for IL-1B NFkB translocation project, imaging, Hoechst nuclear count, IL-1B stimulus | HUVEC cell count loss | cell count reduction, % at 2 µM | hit rate 0.41% among 94,000;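 active = cell count reduction more than 3 SD above the screen-wide mean, cut at about 70% in these data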;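 note: normalized per plate to untreated control cells as the no-loss baseline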
CYP2C9 inhib: blockers of cytochrome P450 2C9 activity – biochemical, luminescence, ADME assay, primary screen; AID 777, 2007; inhibition, % at 5 µM; hit rate 20% among 96,000; CYP2C9 Supersomes, luciferin-H conversion; P11712;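 active = blocking of liver enzyme CYP2C9 beyond about 50% at 5 µM, limit read from the data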; note: values of inactives mirror those of a sister screen read the other way
Target sequence (P11712 whole entry, looked up): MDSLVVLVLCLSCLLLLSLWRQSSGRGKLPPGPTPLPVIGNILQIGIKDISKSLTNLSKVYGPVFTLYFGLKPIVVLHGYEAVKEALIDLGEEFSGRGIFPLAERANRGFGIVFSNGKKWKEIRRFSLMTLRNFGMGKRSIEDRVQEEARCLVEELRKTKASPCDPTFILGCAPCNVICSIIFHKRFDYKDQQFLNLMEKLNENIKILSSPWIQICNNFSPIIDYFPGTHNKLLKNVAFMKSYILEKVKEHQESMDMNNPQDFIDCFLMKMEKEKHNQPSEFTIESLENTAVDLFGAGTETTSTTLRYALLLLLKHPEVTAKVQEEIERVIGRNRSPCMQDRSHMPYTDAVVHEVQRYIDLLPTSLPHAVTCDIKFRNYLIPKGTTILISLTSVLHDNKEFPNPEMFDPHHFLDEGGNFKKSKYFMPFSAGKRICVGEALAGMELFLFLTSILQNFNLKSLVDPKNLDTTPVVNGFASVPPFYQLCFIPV
CYP2C9 activ: human CYP2C9 activators, primary screen, biochemical, luminescence; hit rate 1.4% among 96,000; recombinant CYP2C9, luciferin-H conversion; active compounds read high; factor 1 = untreated enzyme, 0 = blocked; activation factor at 5 µM; Cytochrome P450 2C9 (Homo sapiens), P11712;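 active = activation factor of 2 or more for CYP2C9 at a 5 µM dose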;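 note: 0 = sulfaphenazole-blocked wells and 1 = vehicle-only wells; values of inactives mirror those of a sister screen read the other way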
CYP2C19 inh: blockers of cytochrome P450 2C19 activity – biochemical, luminescence, ADME assay, primary screen | P33261 | CYP2C19 Supersomes, luciferin-H EGE luminescence, 30 min | inhibition, % at 5 µM | hit rate 21% among 96,000 | AID 778, 2007;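 active = CYP2C19 inhibition above a set limit at 5 µM in the primary screen, cut at about 50% in these data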;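 note: plate controls were negative control wells for no effect and 2.5 mM tranylcypromine positive control for full effect; values of inactives mirror those of a sister screen read the other way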
Target sequence (P33261 whole entry, looked up): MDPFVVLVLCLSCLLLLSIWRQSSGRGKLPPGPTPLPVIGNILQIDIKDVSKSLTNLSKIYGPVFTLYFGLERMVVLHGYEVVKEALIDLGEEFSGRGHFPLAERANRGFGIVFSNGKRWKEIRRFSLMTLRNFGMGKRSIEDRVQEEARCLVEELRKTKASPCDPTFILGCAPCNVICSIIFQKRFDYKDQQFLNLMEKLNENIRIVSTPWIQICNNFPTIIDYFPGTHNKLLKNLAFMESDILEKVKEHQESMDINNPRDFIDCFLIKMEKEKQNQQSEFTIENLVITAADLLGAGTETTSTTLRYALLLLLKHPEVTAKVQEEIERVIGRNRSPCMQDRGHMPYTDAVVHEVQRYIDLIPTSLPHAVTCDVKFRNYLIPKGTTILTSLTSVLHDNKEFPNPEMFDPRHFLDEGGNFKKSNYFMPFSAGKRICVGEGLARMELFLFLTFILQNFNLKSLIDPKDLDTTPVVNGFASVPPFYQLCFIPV
CYP2C19 activ: human CYP2C19 activators, primary screen, biochemical, luminescence. activation factor at 5 µM. recombinant CYP2C19, luciferin-H EGE luminescence; active compounds read high; 0 = fully inhibited enzyme, 1 = untreated enzyme. 96,000 tested, under 10 active;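 active = activation factor of at least 2 at 5 µM in the primary screen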;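 note: 0 = wells with 2.5 mM tranylcypromine and 1 = vehicle-only wells; values of inactives mirror those of a sister screen read the other way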
Numbers without * were called inactive; x = not tested or not shown.

1. COc1ccc(S(=O)(=O)N2CCCC(C(=O)NCc3ccccn3)C2)cc1 (stereo unspecified)
2. O=C(O)COc1ccc2nsnc2c1Cl
3. CCCCOC(=O)Cn1c(=O)n(CC(=O)OCCCC)c2cc(C)ccc21
4. CCCSc1nnc2n(-c3ccccc3OC)c(=O)c3c4c(sc3n12)CCC4
5. Cc1ccc(S(=O)(=O)[N-]c2nc3ccccc3nc2-n2cc[n+](CCC(C)C)c2)cc1
6. COc1ccccc1C(=O)N(Cc1cccs1)C1CCS(=O)(=O)C1 (stereo unspecified)
7. C/C(CC(=O)Nc1ccc(Cl)c(Cl)c1)=N\NC(N)=S
8. COC(=O)c1cc(=O)nc2sc3cc(OC)ccc3n12
9. O=c1c2ccccc2c2ccccc2c(=O)n1CC1CCCO1 (stereo unspecified)
10. Cn1c(-c2ccc3nc(N)sc3c2)nc2cc(N)ccc21
compound no.	1	2	3	4	5	6	7	8	9	10
VCAM1 TNFa inh	34	-5	5	13	16	-29	0	12	12	5
Calb biofilm kill	1	6	4	1	7	-4	x	3	8	8
HUVEC tox TNFa	1	-19	-30	-12	-19	16	2	2	-23	-7
hDAT+cocaine	0.35	x	-0.025	1.2	0.57	0.47	-0.2	-0.022	0.47	0.61
HUVEC tox IL1B	-17	-10	-5	-17	-7	11	-11	-17	18	-4
CYP2C9 inhib	-138	-13	61*	27	94*	5	29	x	10	12
CYP2C9 activ	2.4*	1.1	0.4	0.7	0.1	0.9	0.7	x	0.9	0.9
CYP2C19 inh	15	-1	56*	23	56*	9	72*	x	29	13
CYP2C19 activ	0.9	1	0.4	0.8	0.4	0.9	0.3	x	0.7	0.9

Numbers 5–6 of the list above:
5. Cc1ccc(S(=O)(=O)[N-]c2nc3ccccc3nc2-n2cc[n+](CCC(C)C)c2)cc1
6. COc1ccccc1C(=O)N(Cc1cccs1)C1CCS(=O)(=O)C1 (stereo unspecified)
compound no.	5	6
VCAM1 TNFa inh	16	-29
Calb biofilm kill	7	-4
HUVEC tox TNFa	-19	16
hDAT+cocaine	0.57	0.47
HUVEC tox IL1B	-7	11
CYP2C9 inhib	94*	5
CYP2C9 activ	0.1	0.9
CYP2C19 inh	56*	9
CYP2C19 activ	0.4	0.9

(continued)
11. O=C(O)c1cccn1Cc1ccccc1F
12. CCOc1cc(C)c(Cl)cc1S(=O)(=O)NCC1CCCO1 (stereo unspecified)
13. CC(=O)Nc1ccc(S(=O)(=O)N(CC(=O)O)Cc2ccccc2)cc1
14. COC(=O)c1ccccc1NC(=O)CCNC(=O)Cn1cnc2ccccc2c1=O
15. CC1CCC(NC(=O)c2ccc3nc[nH]c3c2)CC1 (stereo unspecified)
16. Cc1ccc(OC(=O)c2ccc(N3CCOCC3)c([N+](=O)[O-])c2)cc1
17. O=C(O)c1cccc(NC(=O)c2cccc(NC(=O)C3CCCO3)c2)c1 (stereo unspecified)
18. COc1ccc(N2C(=O)C3C4C=CC(C4)C3C2=O)nn1 (stereo unspecified)
19. O=c1cc(CSc2nnc(-c3ccco3)o2)c2ccccc2[nH]1
20. C=CCn1c(SCC(=O)Nc2c(C)n(C)n(-c3ccccc3)c2=O)nc2sc(C)c(-c3ccccc3)c2c1=O
compound no.	11	12	13	14	15	16	17	18	19	20
VCAM1 TNFa inh	6	-8	9	9	15	-26	-3	-3	5	8
Calb biofilm kill	x	1	3	10	4	x	1	12	-3	6
HUVEC tox TNFa	-27	-14	-14	-25	12	-21	-15	11	-18	-8
hDAT+cocaine	0.19	0.62	-0.52	0.57	-1.2	0.62	0.55	-0.94	-0.2	0.38
HUVEC tox IL1B	-2	49	-2	-3	11	42	-43	-6	16	-5
CYP2C9 inhib	-8	-25	-7	10	14	0	-11	-4	9	24
CYP2C9 activ	1.1	1.2	1.1	0.9	0.9	1	1.1	1	0.9	0.8
CYP2C19 inh	-10	90*	4	-15	34	2	27	-1	8	12
CYP2C19 activ	1.1	0.1	1	1.2	0.7	1	0.7	1	0.9	0.9

Screen by screen, quoted from above.
HUVEC tox TNFa, entries 13 to 20 → -14, -25, 12, -21, -15, 11, -18, -8
CYP2C19 inh, entries 13 to 20 → 4, -15, 34, 2, 27, -1, 8, 12
VCAM1 TNFa inh, entries 13 to 20 → 9, 9, 15, -26, -3, -3, 5, 8

Other structures
21. Cc1ccc(NC(=O)C2CCN(C(=O)NC3CCCCC3)CC2)cc1
22. COC(=O)CSc1nnc(SCc2ccc(Cl)cc2)s1
23. CCC(C)(C)n1nnnc1C(c1ccncc1)N1CCC(Cc2ccccc2)CC1 (stereo unspecified)
24. COc1cccc(CSc2nnc(CSc3nc4nc(C)cc(C)n4n3)s2)c1
25. CCOc1ccc(C2CC(=O)n3nc(C45CC6CC(CC(C6)C4)C5)nc3S2)cc1OC (stereo unspecified)
26. CCOC(=O)CN(C(=O)CNC(=O)c1ccco1)C(C(=O)NC1CCCCC1)c1cccs1 (stereo unspecified)
27. CN(C(=O)COc1cc(=O)n(C)c2ccccc12)c1cccc(Cl)c1
28. CCN(CC)S(=O)(=O)c1cccc(-c2nnc(SCC(=O)c3ccc(Cl)s3)n2C)c1
29. Cc1oc2cc3oc(=O)c4c(c3cc2c1C)CCC4
30. COC(=O)c1[nH]c2ccc(Cl)cc2c1NC(=O)Oc1ccccc1
compound no.	21	22	23	24	25	26	27	28	29	30
VCAM1 TNFa inh	6	5	20	-2	-9	-16	-4	-1	-16	7
Calb biofilm kill	11	9	1	x	x	4	1	0	x	x
HUVEC tox TNFa	-3	-14	5	-16	3	-1	57	-15	-8	-20
hDAT+cocaine	0.12	-1.6	0.0055	1.2	0.11	-1.5	0.31	-0.35	0.42	-1.7
HUVEC tox IL1B	0	-1	16	-13	37	23	10	1	-2	17
CYP2C9 inhib	x	6	91*	44	1	x	19	89*	-4	0
CYP2C9 activ	x	0.9	0.1	0.6	1	x	0.8	0.1	1	1
CYP2C19 inh	x	19	90*	98*	-14	x	17	71*	63*	-2
CYP2C19 activ	x	0.8	0.1	0	1.1	x	0.8	0.3	0.4	1

31. CCCCCCOc1ccc(C(=O)n2cnc(N)n2)cc1
32. CC(C)(C)c1ccc(CN(Cc2ccccc2)C(c2ccccn2)c2nnnn2C(C)(C)C)cc1 (stereo unspecified)
33. CCOC(=O)c1cccc(NC(=O)CSc2nnc(C3CCCCC3)n2CC)c1
34. O=C(c1ccc2c(c1)OCO2)n1nnc2ccccc21
35. O=C(O)C1CCC(=O)N(C2CCCCC2)C1c1ccccc1 (stereo unspecified)
36. COc1ccc(OC)c(CCNC(=O)CC2Oc3ccc(C)cc3NC2=O)c1 (stereo unspecified)
37. COc1cccc(Nc2cc(C)nc3nc(C)nn23)c1
38. Cc1ccc(C(=O)C(C)OC(=O)C2CC(=O)N(C3CCCCC3)C2)cc1 (stereo unspecified)
39. CCc1ccc(-c2nn(-c3cc(Cl)ccc3[N+](=O)[O-])c(=O)c3ccccc23)cc1
40. N#CN=C1SCCS1
compound no.	31	32	33	34	35	36	37	38	39	40
VCAM1 TNFa inh	-13	-7	-5	-16	5	-8	9	-1	11	8
Calb biofilm kill	4	-2	5	9	x	-1	20	4	x	5
HUVEC tox TNFa	-20	1	-7	8	11	-3	-10	-36	20	-29
hDAT+cocaine	0.86	1.3	1.9	-0.5	-0.46	0.17	0.017	0.36	-0.33	0.015
HUVEC tox IL1B	-26	-4	-41	-16	-17	5	10	22	-2	-14
CYP2C9 inhib	20	2	46	11	x	16	-4	13	28	-20
CYP2C9 activ	0.8	1	0.5	0.9	x	0.8	1	0.9	0.7	1.2
CYP2C19 inh	14	20	26	0	x	21	-16	0	-16	-22
CYP2C19 activ	0.9	0.8	0.7	1	x	0.8	1.2	1	1.2	1.2

41. CCC12CN(C(=O)c3ccc(OC)cc3)CC(CC)(CN(C(=O)c3ccc(OC)cc3)C1)C2=O
42. COc1ccc(OC)c(NC(=O)CC(Cc2ccccc2OC)C(=O)O)c1 (stereo unspecified)
43. COc1ccc2oc(=O)c(C(=O)N3c4ccccc4CC3C)cc2c1 (stereo unspecified)
44. COc1ccccc1N1CCN(CCCCOc2ccc(F)cc2)CC1
45. CCOC(=O)Cc1csc(SCC(=O)Nc2cccc(Cl)c2)n1
46. O=C(Nc1cccc(OC(=O)c2cccnc2)c1)c1cccnc1
47. CCOC(=O)C(C)Oc1cccc2c(=O)n(CC(=O)Nc3ccc4c(c3)OCCO4)ccc12 (stereo unspecified)
48. Cc1cccc(CCNC(=O)C2CCCN(S(=O)(=O)c3cccc4nsnc34)C2)c1 (stereo unspecified)
49. CCCS(=O)(=O)C(=C(Nc1ccc(OC)cc1)Nc1ccc(OC)cc1)S(=O)(=O)CCC
50. CCOC(=O)Oc1ccc2oc(C)c(C(=O)OCCOC)c2c1
compound no.	41	42	43	44	45	46	47	48	49	50
VCAM1 TNFa inh	-3	-1	4	-2	-11	4	3	x	19	-2
Calb biofilm kill	0	x	10	1	2	7	0	x	6	8
HUVEC tox TNFa	-5	-12	-53	-20	-5	-2	-3	x	3	-23
hDAT+cocaine	1.3	0.61	0.92	0.41	-0.026	0.062	-0.43	-0.073	0.36	-0.68
HUVEC tox IL1B	-5	-4	-28	-8	-102	-9	-15	x	-12	-1
CYP2C9 inhib	9	41	68*	12	66*	8	-5	48	-5	-1
CYP2C9 activ	0.9	0.6	0.3	0.9	0.3	0.9	1	0.5	1	1
CYP2C19 inh	58*	2	20	13	32	2	-18	35	-15	15
CYP2C19 activ	0.4	1	0.8	0.9	0.7	1	1.2	0.6	1.1	0.8

51. CCNC(=O)COC(=O)c1cc(-c2ccc(OC)cc2)nc2ccccc12
52. COc1cc(C2C(C#N)=C(N)Oc3n[nH]c(C)c32)cc2c1OCO2 (stereo unspecified)
53. COc1ccc(N2CCN(S(=O)(=O)c3ccc(C(=O)NCc4ccco4)cc3)CC2)cc1
54. CC(C)(C)c1ccc(-c2nnc(SCC(=O)c3ccc4c(c3)OCCO4)o2)cc1
55. O=C1CCCc2c1cc(C(=O)Nc1ccc(Br)cn1)c(=O)n2-c1ccccc1
56. Cc1cccn2c(=O)c3cc(C(=O)NCCCn4ccnc4)n(C)c3nc12
57. Cc1ccc(-c2csc(-c3c[nH]c4ccccc34)n2)c(C)c1
58. Cc1nn(Cc2ccccc2)c2c1C(c1cccnc1)C(C#N)=C(N)O2 (stereo unspecified)
59. CCn1c(SCc2ccc(Cl)cc2)nnc1-c1ccccc1
60. CN(Cc1cccs1)C(=O)COc1cccc(-n2cnnn2)c1
compound no.	51	52	53	54	55	56	57	58	59	60
VCAM1 TNFa inh	9	x	9	14	24	x	16	-6	-7	2
Calb biofilm kill	3	0	x	5	9	7	x	6	9	4
HUVEC tox TNFa	-22	x	-30	21	-24	x	-27	3	-15	-32
hDAT+cocaine	-0.54	0.92	-0.73	x	0.71	x	-0.25	-1.3	0.76	-0.12
HUVEC tox IL1B	-3	x	-32	-16	-26	x	-17	7	20	19
CYP2C9 inhib	61*	63*	x	6	37	60*	16	26	x	-3
CYP2C9 activ	0.4	0.4	x	0.9	0.6	0.4	0.8	0.7	x	1
CYP2C19 inh	16	55*	x	11	-13	32	13	26	x	17
CYP2C19 activ	0.8	0.5	x	0.9	1.1	0.7	0.9	0.7	x	0.8
